From PubChem
S-ASM inh: inhibitors of human secretory acid sphingomyelinase. placental ASM, HMU-PC fluorogenic substrate, 60 min. Potency, µM (titrated, usually from 57.5 µM), for the others: at the top dose activity change, negative = inhibition, actives largely listed as inhibitors. 340,000 tested, 0.006% active. AID 504937; note: potency is the fitted concentration of half-maximal effect
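qHTS format. ASM enzyme prepared from human placenta hydrolyses the fluorogenic substrate HMU-PC0 (9 uM final) over 60 min at 37 °C after a 10 min compound preincubation.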
PTAP TSG101 blk: blocks PTAP/TSG101 interaction to inhibit HIV-1 budding | AID 493005 | Q99816 | 340,000 tested, under 10 active | Fluorescence polarization, FITC-PTAP peptide / Tsg101 binding | Potency, µM (titrated, usually from 115 µM), inactives show at the highest dose activity change, negative = inhibition, hits mostly inhibitors; active = well fitted inhibition curve with a large enough effect in the main read-out, with a control signal flat, not every such curve was filed as active; inconclusive = small, poorly fitted or top-dose-only effect, or effect the other way, or a change in a side signal; inactive = no such curve, though single readings can be large or run the other way; note: potency is the fitted concentration of half-maximal effect; % of control where 0% means no effect
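Tsg101 binding domain (10 uM final) was mixed with compound and a FITC-labeled PTAP peptide (50 nM final) in HEPES pH 7.5 buffer with NaCl, Tween 20, EDTA and TCEP; fluorescence polarization was read after 20 min at r.t.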
A-T KAP1 phos: potential ataxia-telangiectasia treatment | […] A-T fibroblasts, KAP-1 phosphorylation AlphaLISA; neocarzinostatin DNA damage 30 min before lysis | Potency, µM (top dose mostly 57.5 µM), inactives show at the top dose activation, actives largely listed as activators | 320,000 tested, 0.19% active | AID 485349; note: potency is the fitted concentration of half-maximal effect; % of control where 0% means no effect; nearly all actives have a fitted effect of over 45% in size
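ATM-like activity read as KAP-1 phosphorylation via AlphaLISA donor/acceptor antibody pairs after lysis and 6 hr at 25C. Cells were ATM-null patient fibroblasts ([…], hTERT), dosed 60 min, then exposed to the DSB inducer NCS for 30 min.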
TCR activator: activators of T cell receptors. primary human leukocytes, anti-CD3, IL-2 HTRF, 48 h. Potency, µM (doses to about 9.22 µM), without a hit: top-dose activation of IL-2 secretion, most hits filed as activators. 330,000 tested, under 10 active. AID 504894; note: % of control where 0% means no effect
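Readout: HTRF IL-2, Eu-cryptate/d2 antibody pair, 320nm excitation, 665nm emission. Stimulus: a-CD3 beads, no co-stimulation. Cells: primary human leukocytes. Exposure: 48 hr with compound.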
ELG1 repair inh: blocks ELG1-dependent DNA repair in HEK293T cells. HEK293T ELG1-luciferase reporter, luminescence, 16 h; DNA damage induced by 5-fluorouridine. Potency, µM (doses to about 46.1 µM), inactives show top-dose activity change, negative = inhibition, actives largely listed as inhibitors. 330,000 tested, 2.3% active. AID 504467; note: potency is the fitted concentration of half-maximal effect; % is set by controls: 0 for no effect and ±100 for the full control effect; nearly all actives have a fitted effect of over 55% in size
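In this reporter screen, reduction of luminescence relative to DMSO vehicle indicated activity. Compounds and 5-fluorouridine were added together to 2,000 cells per well, incubated for 16 hr at 37 °C, then developed with ONE-Glo.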
Eya2 inh: Eya2 (human) phosphatase inhibition; O00167; recombinant Eya2, OMFP fluorescence dephosphorylation (OMFP is methylfluorescein phosphate); Potency, µM (highest dose often 76.9 µM), for inactives: at the highest dose activity, negative = inhibition, hits mostly inhibitors; 330,000 tested, 0.006% active; note: potency is the fitted concentration of half-maximal effect; % is set by controls: 0 for no effect and ±100 for the full control effect
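Eya2 protein (added as 0.2 uM solution) was preincubated with compound for 10 min at ambient temperature in 50 mM HEPES pH 7.5, 50 mM NaCl, 5 uM MgCl2, 0.05% BSA, 1 mM DTT. OMFP (added at 50 uM) then reacted 10 min; fluorescence read at 485/525 nm.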
Chronic BCR inh: inhibitors of chronic active B-cell receptor signaling | Potency, µM (series often up to 46.1 µM), for inactives: top-dose ratio change, negative = lower green/red ratio, hits mostly inhibitors | 340,000 tested, 0.05% active | ABC-DLBCL IkBa-CBG/CBR reporter, luminescence ratio, 4 h | AID 493014; active = well fitted inhibition curve with a large enough effect in the signal ratio, with a control signal flat, not every such curve was filed as active; inconclusive = small, poorly fitted or top-dose-only effect, or effect the other way, or a change in a side signal; the % refers to the signal ratio;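 note: potency is the fitted concentration of half-maximal effect; plate controls were basal doxycycline-induced cells for no effect and cells given 10 µM MG132 for full effect; MG132 reads +100%, hits lower the ratio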
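Compounds up to 46 uM were incubated four hours with TMD8 cells whose green CBG68 luciferase is fused to IkappaBalpha; red CBR luminescence normalised the signal, and concentration-effect curves were fitted to fusion, red and ratio data.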
Mito fusion yeast: inhibitors of mitochondrial division or activators of mitochondrial fusion; Potency, µM (doses to about 46.1 µM), for the others: at the top dose growth rescue (activation), most hits filed as activators; 320,000 tested, 0.23% active; AID 485298; S. cerevisiae fusion-defective mutant growth rescue, CellTiterGlo 48 h;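 note: potency is the fitted concentration of half-maximal effect; % of control where 0% means no effect; nearly all actives have a fitted effect of over 45% in size; temperature-sensitive fusion mutants such as fzo1-1 at 37 °C on non-fermentable ethanol glycerol medium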
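Temperature-sensitive fusion-defective S. cerevisiae (e.g. fzo1-1, mgm1-5) were grown with compound in YPEG medium (3% ethanol, 3% glycerol) for 48 hours at 37C. Growth rescue was measured as viability by CellTiterGlo luminescence after 10 minutes at ambient.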
a7 integrin act: activates integrin-mediated alleviation for muscular dystrophy. Potency, µM (series often up to 38.3 µM), for the others: at the top dose activation, hits mostly activators. 350,000 tested, 0.064% active. alpha7betagal myoblasts, beta-gal FDG fluorescence, 48 h. AID 624291;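 note: potency is the fitted concentration of half-maximal effect; 100% = response of the positive control SU9516; nearly all actives have a fitted effect of over 60% in size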
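alpha7betagal+/- myoblasts (passage 13, 250/well) treated 48 h at 37C with compounds at 1:260 dilution of DMSO stock. Lysed, then beta-galactosidase activity read as FDG fluorescence (ex 480/em 540) after 30 min, with pre-read for autofluorescence.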
Tb PFK inh: blocks T. brucei phosphofructokinase. O15648. T. brucei PFK, ADP-Glo luminescence. Potency, µM (top dose mostly 57.5 µM), for inactives: at the top dose activity, negative = inhibition, hits mostly inhibitors. 330,000 tested, 0.17% active. AID 485367;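 note: potency is the fitted concentration of half-maximal effect; 0% = uninhibited 1x PFK enzyme wells and -100% = no-enzyme wells; nearly all actives have a fitted effect of over 60% in size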
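ADP-Glo luminescence quantified ADP after 45 min at room temperature, with 1.25 nM T. brucei PFK, 0.1 mM ATP and 0.5 mM fructose-6-phosphate in pH 8.0 TEA buffer. qHTS titrations up to 57 µM; curves classified by quality.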
TSHR antagonist: antagonists of human thyroid stimulating hormone receptor. 330,000 tested, 0.2% active. TSHR-expressing cells, TSH-stimulated cAMP HTRF, 2 h; hits give low values. AID 504810. P16473. activity change, negative = inhibition, % at 11.5 µM;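 active = activity change below a set negative limit, meaning inhibition stronger than a set level, cut at about -70% in these data; inconclusive = activity change between two set negative limits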; note: % is set by controls: 0 for no effect and ±100 for the full control effect
Target sequence (P16473 whole entry, looked up): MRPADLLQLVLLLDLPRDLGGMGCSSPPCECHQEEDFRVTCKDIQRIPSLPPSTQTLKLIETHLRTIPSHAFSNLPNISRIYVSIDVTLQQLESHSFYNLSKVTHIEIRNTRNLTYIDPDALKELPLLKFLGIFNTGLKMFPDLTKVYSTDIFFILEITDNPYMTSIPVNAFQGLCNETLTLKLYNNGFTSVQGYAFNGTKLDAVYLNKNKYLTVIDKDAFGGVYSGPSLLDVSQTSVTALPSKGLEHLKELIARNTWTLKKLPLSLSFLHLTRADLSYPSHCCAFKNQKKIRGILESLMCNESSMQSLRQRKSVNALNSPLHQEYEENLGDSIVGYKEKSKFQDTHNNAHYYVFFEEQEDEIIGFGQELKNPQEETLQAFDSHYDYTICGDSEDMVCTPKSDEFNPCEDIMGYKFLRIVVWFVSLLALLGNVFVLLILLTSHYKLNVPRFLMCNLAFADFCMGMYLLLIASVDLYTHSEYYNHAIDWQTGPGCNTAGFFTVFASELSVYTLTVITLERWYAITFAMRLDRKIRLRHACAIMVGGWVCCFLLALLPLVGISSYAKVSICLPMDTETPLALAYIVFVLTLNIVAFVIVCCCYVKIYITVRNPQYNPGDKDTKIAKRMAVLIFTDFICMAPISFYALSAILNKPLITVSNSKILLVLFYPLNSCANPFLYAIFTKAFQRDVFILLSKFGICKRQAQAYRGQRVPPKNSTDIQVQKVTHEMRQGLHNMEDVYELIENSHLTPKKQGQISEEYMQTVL
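Read-out is FRET at 665 nm (cryptate excitation 337 nm) from a cryptate-tagged anti-cAMP antibody, competed by cell cAMP against cAMP-d2. Compounds are tested on freshly harvested TSHR cells challenged with 4nM TSH (EC80) for 2 hours at 37 deg C.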
The depositor's hits bear a star; u = inconclusive; x = not tested or not shown; [ ] = remark or other dose. Unless noted, calls come from the whole dose curve; as a rule, active = well fitted curve in the direction sought with a large enough effect; inconclusive = small, poorly fitted or top-dose-only effect, or another doubt; inactive = no such curve, though single readings can be large; an effect the other way counts as inactive or inconclusive.

SMILES	S-ASM inh	PTAP TSG101 blk	A-T KAP1 phos	TCR activator	ELG1 repair inh	Eya2 inh	Chronic BCR inh	Mito fusion yeast	a7 integrin act	Tb PFK inh	TSHR antagonist
Cc1c(NC(=O)NCc2ccccc2)c(=O)n(-c2ccccc2)n1C	0%	-6%	0%	-3%	3%	12%	4%	-9%	5%	5%	9
COC1(OC)N=C(N)C2(C#N)C(c3cccc(Oc4ccccc4)c3)C12C#N (stereo not given)	-17%	-5%	1%	0%	-16%	-5%	-10%	2%	-3%	0%	-2
CCN(CC)C(=O)c1cccc(C)c1	-6%	2%	-2%	-3%	12%	-7%	2%	0%	x	-4%	0
CC(C)(C)c1ccc(CN2N=Nc3ccccc3S2(=O)=O)cc1	-6%	-2%	-1%	-2%	u	4%	u	6%	-76%[inhibitor]	-1%	3
O=C(NC1=NCCS1)[C@H](Cc1ccccc1)N1C(=O)c2ccccc2C1=O	-3%	-1%	-1%	3%	-8%	-17%	-2%	2%	-7%	2%	0
CCc1ccc(CN2CCC(C(=O)Nc3cccc(-c4nnc(C)s4)c3)CC2)o1	2%	-3%	8%	3%	u	-5%	-3%	1%	-1%	0%	33
Cc1ccc(/C=C/C(=O)NC(=S)Nc2ccc(S(=O)(=O)Nc3cc(C)on3)cc2)cc1	-4%	-2%	-5%	-1%	2%	7%	6%	2%	7%	6%	-24
Cc1ccc2nc(-c3ccc(NC(=O)COC(=O)c4ccc(Br)o4)cc3)sc2c1	33%	2%	-1%	5%	u	5%	0%	0%	-7%	0%	0
CC1=CC(C)(C)NC(=S)N1NC(=O)c1ccccc1Cl	1%	-1%	4%	7%	u	7%	-14%	-2%	31%	2%	-3
COc1ccc(NC(=O)CSc2nc3ccccc3c(=O)n2CCCN2CCCCC2)c(OC)c1	-3%	-12%	1%	7%	1%	19%	4%	-2%	-35%	1%	0
Cc1cc(-c2n[nH]c(=S)n2/N=C/c2ccc(Cl)c([N+](=O)[O-])c2)n[nH]1	-12%	0%	-5%	-3%[46.1 µM]	-1%	-3%	-8%	3%	-43%	-12%	-7
O=C1c2ccc(-c3ccc(Cl)c(C(F)(F)F)c3)cc2S(=O)(=O)c2cccc(C(=O)N3CCN(c4ncc(Br)cn4)CC3)c21	5%	-5%	11%	8%	u	-5%	-1%	x	-10%	-4%	-4
CCC(Sc1ncccc1C(=O)O)C(=O)N1CCCC1 (stereo not given)	4%	0%	1%	-3%[46.1 µM]	13%	-14%	-7%	1%	2%[7.66 µM]	-4%	8
CCCc1[nH]n(-c2nc3ccccc3s2)c(=O)c1C=NCCN1CCOCC1	-2%	-4%	1%	x	u	-8%	x	-1%	-5%[7.66 µM]	4%	-1
CN=C1SC(C(=O)O)CC(=O)N1C (stereo not given)	1%	-5%	3%	x	10%	-14%	0%	-1%	-33%	-3%	12

An excerpt from above in order of the TCR activator value, rising:
Compound | TCR activator
CCN(CC)C(=O)c1cccc(C)c1 | -3%
COC1(OC)N=C(N)C2(C#N)C(c3cccc(Oc4ccccc4)c3)C12C#N (stereo not given) | 0%
CCc1ccc(CN2CCC(C(=O)Nc3cccc(-c4nnc(C)s4)c3)CC2)o1 | 3%

Other records
SMILES	S-ASM inh	PTAP TSG101 blk	A-T KAP1 phos	TCR activator	ELG1 repair inh	Eya2 inh	Chronic BCR inh	Mito fusion yeast	a7 integrin act	Tb PFK inh	TSHR antagonist
O=C(Nc1ccc(Br)cc1)c1cc(-c2ccc3c(c2)OCO3)on1	1%	-3%	0%	0%	4%	5%	-8%	1%	u	0%	11
Cc1ccc(-c2csc(N(CCc3ccccc3)C(=O)COc3ccccc3)n2)cc1	-3%	-7%	6%	3%	8%	-6%	17%	2%	1%	-5%	15
COc1ccc(N(CC(=O)N2CCCCCC2)S(=O)(=O)c2ccccc2)cc1	-1%	1%	-3%	0%	7%	6%	3%	26%	8%	5%	-13
Cc1cc(=O)n2[nH]cc(-c3ccccc3)c2n1	-1%	-4%	1%	x	-7%	u	6%	2%	-2%	-4%	-14
CCCCNC(=O)Nc1ccc(C2SCCS2)cc1	1%	-4%	5%	2%	u	-24%	2%	-3%	-3%	11%	-25
COc1ccc(/C=N/n2c(C)cc(C)c(C(N)=O)c2=O)cc1	5%	-7%	-4%	3%	6%	23%	-3%	-2%	2%	-3%	-1
COc1ccc(Cl)cc1NC(=O)CSc1nc(-c2ccccc2)cc(=O)[nH]1	3%	-2%	5%	0%	-1%	-5%	0%	-1%	9%	0%	-16
Cc1cccc2c(-c3ccccc3)cc(=O)[nH]c12	-1%	-7%	2%	0%[46.1 µM]	9%	5%	-9%	8%	10%	2%	-11
COc1ccccc1/C=C1\SC(=S)N(N2C(=O)CCCC2=O)C1=O	-17%	-2%	-4%	x	14%	-15%	u	-2%	14%	1%	-35
C[C@H](O)CC1=C[C@H](O)[C@@H](C)OC1=O	24%	2%	-14%	-2%	9%	-6%	-9%	0%	10%	-5%	1
COc1nc(N(C)C)nc(N(OC)S(=O)(=O)c2ccccc2Cl)n1	-1%	0%	2%	0%	-3%	5%	-9%	6%	2%	1%	-8
N#CC1=C(N)OC2=C(C(=O)CCC2)C1c1ccccc1 (stereo not given)	10%	-9%	14%	3%	-6%	-3%	4%	-2%	21%[7.66 µM]	-2%	2
Cc1ccc(S(=O)(=O)Nc2ccc(OCC(=O)N3CCOCC3)cc2)c(C)c1NS(C)(=O)=O	3%	-2%	5%	-2%	8%	10%	u	-3%	27%	15%	14
CCOC(=O)c1ccc(S(=O)(=O)N2CCC(C(=O)Nc3nnc(C)o3)CC2)cc1	2%	-5%	-2%	1%	-3%	-2%	0%	-7%	9%	0%	1
N#CCSc1nc2ccccc2c(=O)n1CCCC(=O)NCc1ccco1	6%	0%	0%	-3%	7%	-12%	u	-2%	-15%	-6%	4
CCC(CC)C(=O)Nc1cccc(/C(C)=N\NC(=O)c2ccc(C)s2)c1	-2%	0%	-7%	-4%	4%	7%	-10%	-3%	17%	1%	1
Cc1[nH]c2c(Cl)cccc2c1CCNC(=O)C1CCCCC1C(=O)OCC(F)(F)F (stereo not given)	-10%	-2%	7%	-7%[46.1 µM]	6%	-13%	5%	9%	-17%	2%	-16
Cc1cc(C)n(Cc2ccc(C(=O)N/N=C/c3ccc(-c4ccc([N+](=O)[O-])cc4)o3)o2)n1	u	0%	10%	x	u	1%	u	-1%	-23%	-27%	-24
O=C(CCn1nc(-c2ccc(Cl)cc2)c2ccccc2c1=O)NN1CCOCC1	-4%	-2%	9%	-2%	-6%	2%	2%	3%	-10%	0%	-6
CN1CCC(N(C)C(=O)c2cc(-c3ccc(F)cc3)nc3ccccc23)CC1	32%	0%	-1%	-3%	0%	-32%	-12%	x	-29%	1%	18
Cc1[nH]c2ccccc2c1C(=O)C(=O)N(C)C1CCCCC1	0%	-3%	4%	4%	2%	5%	u	0%	-6%	-4%	0

An excerpt from above, reduced to Chronic BCR inh.
| SMILES | Chronic BCR inh |
| --- | --- |
| O=C(CCn1nc(-c2ccc(Cl)cc2)c2ccccc2c1=O)NN1CCOCC1 | 2% |
| CN1CCC(N(C)C(=O)c2cc(-c3ccc(F)cc3)nc3ccccc23)CC1 | -12% |
